Assay outcomes: PubChem BioAssay, National Center for Advancing Translational Sciences (NCATS)
Pol eta inh: DNA polymerase eta (human) inhibition; recombinant Pol eta, fluorescent DNA replication assay; Potency, µM (series often up to 114 µM), without a hit: at the highest dose activity change, negative = inhibition, usual class: inhibitors; AID 588591; Q9Y253; actives 1.2% (n = 390,000); also: potency is read from the fitted curve at half-maximal effect; % is scaled to controls: 0 for no effect and ±100 for the full control effect
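Pol eta (10 nM) was preincubated with compounds for 15 min at room temperature, after which fluorescent replication substrate (50 nM final) was added to start the reaction. Fluorescence was read kinetically at 0 and 10 min.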
POLB inh: DNA polymerase beta (human) inhibition; Potency, µM (highest dose often 114 µM), for inactives: at the top dose activity change, negative = inhibition, most hits filed as inhibitors; AID 485314; Pol beta primer extension/strand displacement, fluorescence kinetic; actives 1.3% (n = 340,000); P06746; also: potency is read from the fitted curve at half-maximal effect; % is scaled to controls: 0 for no effect and ±100 for the full control effect
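Reaction started by 50 nM substrate onto compound-treated Pol beta (10 nM, 15 min preincubation, room temperature); plates read at 0 min and 10 min. Normalized concentration-effect data fitted by four-parameter Hill equation.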
POLI inh: inhibitors of human DNA polymerase iota. Q9UNA4. Pol iota fluorescent replication assay, 10 min. Potency, µM (highest dose often 115 µM), for the others: at the highest dose activity, negative = inhibition, most hits filed as inhibitors. actives 1% (n = 390,000). AID 588590; also: potency is read from the fitted curve at half-maximal effect
Target sequence (Q9UNA4 whole entry, looked up): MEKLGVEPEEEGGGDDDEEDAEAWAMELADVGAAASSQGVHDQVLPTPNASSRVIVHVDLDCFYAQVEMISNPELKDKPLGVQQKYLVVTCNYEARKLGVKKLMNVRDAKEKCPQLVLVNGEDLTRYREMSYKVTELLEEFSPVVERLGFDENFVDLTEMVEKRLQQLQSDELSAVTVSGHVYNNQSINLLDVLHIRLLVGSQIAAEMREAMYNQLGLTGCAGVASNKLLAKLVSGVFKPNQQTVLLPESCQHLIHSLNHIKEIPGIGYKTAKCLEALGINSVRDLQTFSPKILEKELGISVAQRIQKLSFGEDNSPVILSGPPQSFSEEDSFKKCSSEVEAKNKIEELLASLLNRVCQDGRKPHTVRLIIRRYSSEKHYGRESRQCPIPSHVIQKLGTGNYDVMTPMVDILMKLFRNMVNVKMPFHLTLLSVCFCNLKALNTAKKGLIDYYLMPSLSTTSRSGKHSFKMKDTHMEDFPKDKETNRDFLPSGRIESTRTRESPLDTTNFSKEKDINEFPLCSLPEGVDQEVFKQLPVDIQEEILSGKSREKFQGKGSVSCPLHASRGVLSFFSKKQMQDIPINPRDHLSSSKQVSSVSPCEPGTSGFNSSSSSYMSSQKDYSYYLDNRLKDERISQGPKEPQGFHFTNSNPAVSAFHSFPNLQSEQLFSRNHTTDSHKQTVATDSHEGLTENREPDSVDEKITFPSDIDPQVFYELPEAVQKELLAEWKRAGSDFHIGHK
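Fluorescent replication assay read twice, at 0 min and 10 min after adding 50 nM (final) substrate. Enzyme (10 nM) and compounds were first incubated 15 min at room temperature; enzyme-free buffer wells were negative controls.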
POLK inh: blocks human DNA polymerase kappa activity; Potency, µM (top dose mostly 107 µM), for inactives: at the top dose activity, negative = inhibition, hits mostly inhibitors; purified Pol kappa, fluorescent DNA synthesis assay, 10 min; Q9UBT6; AID 588579; actives 0.53% (n = 400,000); also: potency is read from the fitted curve at half-maximal effect; % is scaled to controls: 0 for no effect and ±100 for the full control effect
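Inhibition of 10 nM Pol kappa is measured by a fluorescent read-out at 0 and 10 min following addition of 50 nM substrate (final), with a 15-min room-temperature compound preincubation.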
APEX1 inh: blocks human APE1 abasic DNA cleavage. actives 0.35% (n = 350,000). AID 2517. P27695. recombinant APE1, TAMRA/BHQ-2 abasic DNA cleavage fluorescence. Potency, µM (doses to about 65.8 µM), inactives show at the top dose activity change, negative = inhibition, hits mostly inhibitors;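 also: potency is read from the fitted curve at half-maximal effect; plate controls were vehicle for no effect and reference inhibitor for full effect; nearly all actives have a fitted effect of over 55% in size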
Target sequence (P27695 whole entry, looked up): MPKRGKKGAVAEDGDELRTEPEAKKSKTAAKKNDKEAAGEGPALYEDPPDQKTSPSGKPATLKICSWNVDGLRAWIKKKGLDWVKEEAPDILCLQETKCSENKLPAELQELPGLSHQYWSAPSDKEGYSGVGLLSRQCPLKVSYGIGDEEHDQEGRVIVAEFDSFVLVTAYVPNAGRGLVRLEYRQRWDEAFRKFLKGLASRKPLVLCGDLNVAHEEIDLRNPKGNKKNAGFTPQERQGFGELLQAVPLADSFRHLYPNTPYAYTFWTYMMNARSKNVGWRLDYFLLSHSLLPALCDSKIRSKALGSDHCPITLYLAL
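APE1 at 0.75 nM preincubated 15 min at room temperature with compound. Reaction then started with 50 nM double-stranded THF-abasic substrate labelled with TAMRA/BHQ-2, and 525/598 nm fluorescence read kinetically. Activity taken as third-minus-first read difference, normalized to DMSO and NSC13755 controls.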
Apoferritin bind: binds horse apoferritin like a general anesthetic; actives 0.074% (n = 350,000); apoferritin/1-aminoanthracene competitive binding, fluorescence; Potency, µM (top dose mostly 77.5 µM), for inactives: top-dose activity change, negative = displacement, most hits filed as inhibitors; P02791; AID 485281; also: potency is read from the fitted curve at half-maximal effect; % is scaled to controls: 0 for no effect and ±100 for the full control effect; nearly all actives have a fitted effect of over 20% in size
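Steps: apoferritin (10 uM) was premixed with half-saturated 1-AMA in PBS, compounds were pin-transferred, plates stood 10 min at room temperature, fluorescence was read at 380/535 nm, and curves were fitted with a Hill equation.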
BLM inh: inhibitors of human Bloom syndrome helicase BLM; P54132; recombinant BLM DNA unwinding, fluorescence dequenching; Potency, µM (titrated, usually from 56.1 µM), without a hit: at the highest dose activity change, negative = inhibition, actives largely listed as inhibitors; actives 0.2% (n = 350,000); AID 2528;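 also: potency is read from the fitted curve at half-maximal effect; plate controls were vehicle for no effect and no enzyme for full effect; nearly all actives have a fitted effect of over 35% in size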
RXFP1 antag: blocks the human relaxin receptor RXFP1 | HEK293-RXFP1, relaxin-stimulated cAMP HTRF, 30 min; active compounds read low | activity change, negative = inhibition, % at 57.5 µM | actives 0.59% (n = 350,000) | AID 1259400 | Q9HBX9;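 active = activity change of -60% or lower, but not beyond a set lower limit; inconclusive = change between -60% and -40%, or beyond the set limit; inactive = change above -40%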; also: % is scaled to controls: 0 for no effect and ±100 for the full control effect
Tb PGK inh: T. brucei PGK inhibition | Potency, µM (titrated, usually from 57.5 µM), inactives show top-dose activity change, negative = inhibition, most hits filed as inhibitors | P07378 | actives 0.043% (n = 380,000) | PGK/GAPDH coupled, Kinase-Glo luminescence, 60 min | AID 602233; also: potency is read from the fitted curve at half-maximal effect; % is scaled to controls: 0 for no effect and ±100 for the full control effect; nearly all actives have a fitted effect of over 60% in size
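Recombinant glycosomal PGK reaction used 1,3-bisphosphoglycerate generated in-well by GAPDH (100nM final) in 100mM TEA pH 7.6, 5mM MgCl2, 0.01% Tween-20. After 60 minutes at room temperature, ATP was read by Kinase-Glo Plus luminescence end-point.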
* hit, by the source's call; i = inactive; ? = inconclusive; . = no result given; & = joins results of further samples; [ ] = dose if it differs, or a comment. Unless noted, calls follow the shape of the dose curve; as a rule, active = well fitted curve in the direction sought with a large enough effect; inconclusive = small, poorly fitted or top-dose-only effect, or another doubt; inactive = no such curve, though single readings can be large; an effect the other way counts as inactive or inconclusive.

Every second line gives: POLK inh	Tb PGK inh	APEX1 inh	Pol eta inh	POLI inh	POLB inh	Apoferritin bind	RXFP1 antag	BLM inh
CC(=O)Nc1ccc(C(=O)NNC(=O)c2cccs2)cc1
→ 2.6%	i	0.4%	-19.7%	39.4%[activator]	-28.2%	-4.4%	0.3	0.4%
CC(C)c1nc2ccc(NC(=O)C34CC5CC(CC(C5)C3)C4)cc2[nH]1
→ -9.8%	0.7%[11.5 µM]	-4.0%	-1.6%	-25.7%	-11.5%	?	-2.7	2.4%
O=C(CS(=O)(=O)c1c[nH]c2ccccc12)Nc1ccc(F)cc1
→ 1.2%	0.7%	3.5%	-6.9%	136.1%[activator]	-1.1%	-2.2%	-9.4	-1.9%
COc1ccccc1Cn1[nH]nnc1=S
→ 0.9%	0.5%	-1.9%	-5.4%	8.0%	-1.3%	-7.6%	-8.4	-3.0%
CCCCc1nc(NCCNC(=O)c2ccccc2)c(C#N)c2c1CSC(C)(C)C2
→ -6.7%	i	-1.4%	-16.9%	-15.4%	2.7%	2.4%	-4.6	-15.0%
Nc1nnc(N2CCCCC2)s1
→ -15.2%	0.0%	-4.8%	-1.5%	-9.7%	-0.4%	-19.3%	-10.7	-9.2%
CCC(CC)C(=O)N1CCN(Cc2ccc3c(c2)OCO3)CC1
→ 8.2%	-6.1%	-2.5%	-11.3%	4.6%	-1.7%	4.1%	-9.2	1.9%
CCOc1ccccc1NC(=O)NC1(C(=O)N2CCOCC2)CCCCC1
→ -16.8%	-12.0%	6.9%	-8.3%	9.2%	23.5%	-6.9%	4.6	-1.9%
COc1ccccc1NC(=O)COC(=O)c1ccccn1
→ 3.9%	i	15.3%	-14.8%	63.6%[activator]	22.9%	-11.0%	-4.4	2.2%
COc1ccc(OCCN2CCN(S(=O)(=O)c3ccccc3C(F)(F)F)CC2)cc1
→ -2.3%	-0.3%	11.6%	-10.7%	20.6%	.	.	-4.2	.
O=C(COc1cccc(F)c1)N[C@@H](Cc1ccccc1)c1nc2ccccc2[nH]1
→ 5.3%	-5.3%	-3.8%	-7.0%	52.3%[activator]	0.2%	6.5%	11.6	-0.9%
CC(NC(=O)c1cccs1)C(S)c1ccccc1 (stereo not drawn)
→ 12.6%	-11.3%	-14.9%	-18.2%	7.5%	0.7%	-4.0%	-12.0	-4.6%
O=S(=O)(NCc1csc(-c2cccs2)n1)c1ccc(Cl)cc1
→ 0.1%	0.0%	-4.7%	-19.7%	4.8%	-0.5%	-15.4%	3.3	-5.1%
CCN1CCN(c2ccc(S(=O)(=O)N3CCCCC3)cc2NC(=O)Cc2ccccc2F)CC1
→ -5.2%	-1.3%	9.0%	-0.2%	8.3%	.	.	-18.4	.
Cc1cc2ncn(C(=O)c3ccc(F)cc3)c2cc1C
→ -11.5%	3.8%	4.5%	-8.4%	132.4%[activator]	23.2%	4.3%	6.0	1.7%
COc1ccc(CN(C(=O)c2cccs2)c2ccccc2)cc1
→ 1.4%	-4.8%	9.5%	-24.4%	109.1%[activator]	43.2%	-10.4%	-2.2	-0.5%
COc1ccc(Cc2nc3ccc(C(=O)N4C[C@@H](C)O[C@@H](C)C4)cc3o2)cc1OC
→ -4.3%	-5.9%	35.0%	-25.7%	-11.0%	0.3%	3.4%	-2.0	1.4%
O=C(C1=C[C@@H](c2coc3ccccc3c2=O)C[C@@H](OCCCCO)O1)N1CCOCC1
→ 1.0%	i	-2.7%	-16.1%	3.5%	7.0%	1.7%	.	0.9%
CCOC(=O)c1ccc(S(=O)(=O)Nc2ccc(N3CCOCC3)cc2)cc1
→ -1.3%	-0.3%	19.0%	0.4%	12.1%	3.4%	-3.0%	-16.4	-1.2%
Cc1occc1C(=O)N/N=C/c1ccc(Br)s1
→ -2.5%	-9.1%	7.2%	1.6%	-12.2%	-19.5%	-14.2%	-4.5	-5.5%
CC1(C)CC(=O)c2cc3c(N)c(C(=O)NCc4ccccc4)sc3nc2C1
→ -2.2%	-8.8%	-0.9%	-12.7%	?	30.6%	-3.8%	-0.1	-1.4%
CN(C)/C=C1\N=C(c2cccs2)OC1=O
→ -4.0%	2.3%	-1.3%	-7.1%	6.6%	9.7%	?	-16.8	1.9%
COc1ccc2c(c1)[nH]c1c(=O)n(N)cnc12
→ -3.6%	-19.3%	15.8%	-17.3%	16.3%	31.3%	-0.4%	.	-11.4%
COc1cc(NC(=O)Cn2cnc3sc(C)c(S(=O)(=O)N4CCN(C)CC4)c3c2=O)cc(OC)c1OC
→ -7.7%	-4.9%	?	-7.3%	3.4%	0.2%&24.9%	-3.9%&-3.1%	1.9	4.0%&-1.7%
CC(C)(C)OC(=O)N1CCN(C(=O)c2[nH]cnc2C(=O)N[C@@H](Cc2ccccc2)C(=O)OCc2ccccc2)CC1
→ -5.7%	-7.7%	-1.4%	-24.6%	29.0%	15.4%	-15.1%	.	-7.9%
O=c1[nH][nH]cc1C=Nc1ccccc1Cl
→ -1.2%	-4.6%	-0.9%	-4.5%	-11.3%	-2.2%	-5.0%	12.1	-5.3%
O=C(NC1C=CS(=O)(=O)C1)c1sc2ccccc2c1Cl (stereo not drawn)
→ -1.2%	.	11.6%	1.6%	7.5%	-4.1%	-10.9%	20.1	-0.3%
COc1nsnc1NS(=O)(=O)c1ccc(NC(=S)NC(=O)c2ccncc2)cc1
→ -14.8%	13.4%	-0.4%	-2.5%	8.4%	1.0%	9.3%	3.5	-5.7%
CCOC(=O)c1sc2nc3c(cc2c1N)COC(C)(CC)C3 (stereo not drawn)
→ -10.1%	-5.9%	-4.3%	-10.8%	-7.9%	-1.1%	-8.4%	-22.1	-4.7%
COc1ccc(-c2noc(N3CCC(C(=O)N4CCN(c5ccccc5F)CC4)CC3)n2)cc1
→ -9.2%	-0.5%	.	-4.4%	26.9%	-4.1%	46.1%[activator]	2.7	-12.4%
COC(=O)N/N=C/c1ccc([N+](=O)[O-])o1
→ -44.2%	-6.3%	-2.3%	-4.0%	56.2µM*	?	-5.0%	-1.1	-6.7%
COCCn1c(C)cc(C(=O)CSc2nc3ccccc3c(=O)n2Cc2ccco2)c1C
→ -7.0%	-11.2%	3.4%	-0.8%	2.1%	2.4%	-11.4%	.	0.1%
Cn1c(Cc2ccccc2)nnc1SCC(=O)NC1CCCC1
→ 0.2%	-10.3%	3.9%	-16.8%	-10.9%	54.7%	7.3%	-10.8	-4.5%
CCC(=O)Oc1ccc(-c2cnc3ccccc3n2)cc1
→ 0.2%	.	-6.2%	12.8%	17.4%	8.0%	-21.3%	3.8	-0.2%
CCOc1ccc(OCCOc2cccc(C(F)(F)F)c2)cc1
→ -5.4%	i	-0.5%	-2.2%	5.7%	7.3%	-7.2%	-6.8	-3.7%
COC(=O)c1ccc(N2NC(=O)/C(=C/c3ccc(OC)c(OC)c3)C2=O)cc1
→ -9.8%	i	1.0%	7.7%	?	5.1%	-0.8%	12.4	-1.6%
CNC(=O)COC(=O)/C=C/c1c(C)nn(-c2ccccc2)c1C
→ -10.2%	i	-0.9%	-8.1%	16.7%	26.5%	5.0%	1.2	-0.2%
CN1CCN(C(=O)c2ccc(COc3ccc(C(C)(C)C)cc3)o2)CC1
→ 3.9%	-0.2%	14.1%	-9.2%	28.9%	51.1%	?	1.6	-3.8%
CN(c1ccccc1)S(=O)(=O)c1cccc(C(=O)OCC(=O)Nc2ccc3[nH]c(=O)[nH]c3c2)c1
→ -15.6%	2.7%	-8.2%	0.0%	9.1%	.	.	-19.2	.
Cc1ccn(C(=O)c2cc3cc(Cl)ccc3oc2=O)n1
→ -3.3%	-1.7%	-0.8%	-14.0%	12.3%[58.9 µM]	17.9%	-12.0%	-2.9	3.4%
COc1ccc(C2C(C(C)=O)=C(O)C(=O)N2C)c(OC)c1 (stereo not drawn)
→ -10.5%	-5.5%	-6.5%	0.2%	15.1%	0.2%	-5.9%	7.5	-4.3%
CCOC(=O)c1cc2sc(C)cc2n1CC(=O)Nc1ccc2c(c1)OCCO2
→ -2.4%	.	-6.5%	1.4%	?	?	-9.7%	8.2	-6.6%
Cc1ccc(N2CC(NC(=O)c3ccc4c(c3)OCO4)CC2=O)cc1 (stereo not drawn)
→ -6.6%[60.1 µM]	-0.2%	.	-7.8%	19.9%	-3.0%	-14.8%	-1.7	-1.0%
Oc1c(C(c2ccccc2)N2CCN(c3ccccc3)CC2)sc2nc(-c3ccco3)nn12 (stereo not drawn)
→ 1.0%[60.1 µM]	-1.5%	.	-13.4%	24.3%	-0.2%	-2.5%	-10.4	-8.4%
Cc1cc(C(=O)CSc2nc3ccccc3n2C)c(C)n1C
→ -4.9%	4.4%	-1.5%	0.6%	1.7%	-9.8%	-17.0%	3.6	1.1%
CCOC(=O)c1ccccc1NC(=O)COC(=O)CCNS(=O)(=O)c1cccs1
→ -4.8%	9.3%	-2.0%	-20.9%	25.2%	.	.	4.5	.
CCC1NC(C(=O)O)Cc2c1[nH]c1ccccc21 (stereo not drawn)
→ 2.9%	-8.0%	7.7%	6.2%	1.8%	.	.	8.9	.
Cc1ccc(CNC(=O)[C@H](Cc2ccccc2)NC(=O)c2ccco2)cc1
→ 10.3%	-1.8%	-9.7%	-8.8%	-8.4%	.	.	-12.2	.

2 compounds picked at random from those above, as already listed:
Every second line gives: POLK inh	Tb PGK inh	APEX1 inh	Pol eta inh	POLI inh	POLB inh	Apoferritin bind	RXFP1 antag	BLM inh
CN1CCN(C(=O)c2ccc(COc3ccc(C(C)(C)C)cc3)o2)CC1
→ 3.9%	-0.2%	14.1%	-9.2%	28.9%	51.1%	?	1.6	-3.8%
COc1nsnc1NS(=O)(=O)c1ccc(NC(=S)NC(=O)c2ccncc2)cc1
→ -14.8%	13.4%	-0.4%	-2.5%	8.4%	1.0%	9.3%	3.5	-5.7%

These rows are one share of the data, so the mix of outcomes need not match the whole.
